Assay outcomes as filed in PubChem.
mHTT CaM bind: inhibitors of human mutant huntingtin-calmodulin interaction. P42858. AlphaScreen His-mHTT/GST-CaM binding, luminescence. inhibition, % at 15 µM. hit rate 3.6% among 190,000;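 further: 0% = both proteins with DMSO and 100% = one protein alone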
Pf apPOL inh: Pf-apPOL DNA polymerase inhibition; inhibition, % at 10 µM; hit rate 0.25% among 210,000; Recombinant Pf-apPOL, molecular beacon fluorescence, 1.5 h
Numbers without * were called inactive; · = not tested or not shown; & = joins results of further samples. No stated cut-off is given here; in the data, active means inhibition above about 50%; inactive means the rest.

SMILES	mHTT CaM bind	Pf apPOL inh
CCOC(=O)c1c(SCC(=O)c2ccc(Cl)cc2)nc(=O)[nH]c1C	0	-1
Cc1cccc(NC(=O)Cn2nnc(-c3ccccc3)n2)c1C	-7	-1
Cc1cccn2c(=O)c(C=Nc3cccc(Cl)c3)c(NCc3ccco3)nc12	4	-12
COCCN1CC(C(=O)NCc2cccc(C)c2)CC1=O (centres undefined)	-5	-5
Cc1ccc(-c2nc(C(=O)NC3CCN(Cc4ccccc4)CC3)cs2)n1C	75*	-3
O=S(=O)(c1cc(S(=O)(=O)N2CCOCC2)c(Cl)s1)N1CCOCC1	·	7
FC(F)(F)c1ccnc(NCCNc2ncccc2C(F)(F)F)n1	·	-2
O=C(NCCCN1CCCC1)c1csc2c1CCCC2	8	0
CSC(=S)Nc1ccc(NC(C)=O)cc1	·	-6
COc1ccc(C(=O)C=Cc2ccc(OC)c(OC)c2)cc1	-2	-6
CCCN1C(=O)c2ccccc2NC1c1ccc2c(c1)OCO2 (centres undefined)	-5	-2
O=C(Nc1ccc2[nH]ccc2c1)c1ccc(F)cc1	·	-5&-2
C=CCSc1nnc2c(n1)OC(c1sccc1C)N(C(C)=O)c1ccccc1-2 (centres undefined)	31	3
CCc1c(C)sc(NC(=O)CCC(=O)O)c1C(N)=O	-1	4
CN1[C@@H](Cc2ccccc2)COc2cc(F)ccc2S1(=O)=O	-15	0
COc1ccc(NC(=O)N2CCC3(C2)C(=O)Nc2ccccc23)cc1OC (centres undefined)	-2	-5
c1cnc2nc(-c3ccc4c(c3)OCCO4)cn2c1	·	2
O=C(c1ccccc1C(F)(F)F)N1CCC(c2nnc(-c3ccc(F)cc3)o2)CC1	4	-5
Cc1ccccc1C(=O)Nc1cnc(N2CCCCC2)nc1	14	-6
O=C(c1cccc(F)c1)N1CCc2nc[nH]c2C1	0	-3
O=C(NCc1ccc(Cl)cc1)c1cccn2c(=O)c3cc(Cl)ccc3nc12	5	-2
C=CCn1c(SC)nnc1-c1ccc2ncccc2c1	·	-11
COc1cccc(NC(=O)c2ccc(-c3ccc(Br)cc3)o2)c1	10	-18
O=S(=O)(NC1CCN(Cc2ccccc2)CC1)c1ccc2nc(-c3ccccc3)[nH]c2c1	87*	-12
CCn1nnnc1-c1ccc(OC)c(S(=O)(=O)NCCc2ccccc2)c1	4	-6
O=C(NCC1(c2cccs2)CCOCC1)C(=O)NC1CCCC1	-8	-3
O=C(Nc1ccc(-c2nc3ccccc3[nH]2)cc1)C1CC1	7	2
O=C(c1ccco1)N1CCC(n2c(C3CCCC3)nc3cccnc32)C1 (centres undefined)	8	0
N#Cc1cccc(C(=O)N2CCC(c3ccn4ncc(C(=O)N5CCCCC5)c4c3)CC2)c1	3	0
O=C(Cc1ccccc1)N1CCN(S(=O)(=O)c2ccc(F)cc2)CC1	-2	9

Two entries from above, with two lines to a compound.
Values run as follows: mHTT CaM bind	Pf apPOL inh
O=C(c1ccco1)N1CCC(n2c(C3CCCC3)nc3cccnc32)C1 (centres undefined)
  8	0
Cc1cccn2c(=O)c(C=Nc3cccc(Cl)c3)c(NCc3ccco3)nc12
  4	-12

Going on with the list:
SMILES	mHTT CaM bind	Pf apPOL inh
C#CCOc1c(Cl)cc(C=O)cc1Cl	7	0
COCC(=O)Nc1ccc(Br)c(C)c1	-2	-14
O=C(Nc1ccc(F)cc1F)c1noc2c1CCCC2	-12	-3
Cn1c2ccccc2c2nnc(SCC(=O)Nc3cccc(F)c3)nc21	1	2
CCOc1ccc(NS(=O)(=O)c2ccc(C)cc2)c([N+](=O)[O-])c1	22	-9
O=C(Nc1ccc(Cl)cc1)c1cnc(SCc2ccco2)cc1C(F)(F)F	·	1
Cc1oc(C2CCN(C(=O)NCc3ccc(F)cc3)CC2)nc1C(=O)N(C)C	-4	-8
COCCN1CCc2nc(SCc3ccc(Cl)cc3)[nH]c(=O)c2C1	-5	-3
Cc1cccc2c(=O)n(C)c(CCC(=O)NCc3cc(F)ccc3F)nc12	-11	1
O=C(C1CCCN(c2nccnc2Sc2ccccc2)C1)N1CCCCC1 (centres undefined)	10	-4
O=C(c1ccncc1)N1CCC2(CC1)Nc1cccnc1NC2=NCc1ccccc1	3	0
Cc1ccc(S(=O)(=O)N2CCN(Cc3ccccc3[N+](=O)[O-])CC2)cc1	-1	-3
O=S(=O)(Nc1c(Br)cc(Br)c2cccnc12)c1ccccc1	-2	2
CCC(C)(C)C(=O)N1CCC(CCOCc2cccc(F)c2)CC1	-27	-8
CCN(CC)C(=O)C1CN(C(=O)c2ccc(Cl)cc2)CC1c1ccccc1 (centres undefined)	10	3
O=C1c2ccccc2C(=O)N1CNc1ccc(I)cc1F	·	-4
O=C1NC(c2ccc(O)cc2O)Nc2sc3c(c21)CCCC3 (centres undefined)	36	6
CC(C)(C)NC(=O)Nc1ccc(Cl)cc1	-19	-3
COc1ccc(N(C)C(=O)CC2(CC(=O)O)CCCCC2)cc1	4	-9
COc1cccc2c(C)nc(Nc3nc(=O)c4ccccc4n3C)nc12	-1	-4
O=C1NN(c2ccc(Cl)c(Cl)c2)C(=O)/C1=C/c1ccc(N2CCOCC2)cc1	2	0
COc1ccc(-c2nnn(Cc3cccc(F)c3)n2)cc1OC	-5	-1
COc1ccc(-c2noc(C3CCCN3C(=O)Nc3ccc(C)cc3C)n2)cc1 (centres undefined)	1	-5
CSc1nc2ccccc2n1CN(C)Cc1ccccc1	-5	-114
CC(C)(C)OC(=O)NCc1ccccc1/C=C/S(=O)(=O)NCCc1ccccc1	-6	0
CSc1ncccc1C(=O)Nc1ccc(CC(=O)NC(C)(C)CO)cc1	-14	-8
CC1Cc2nc(SCC(=O)Nc3ccc(Br)cc3)n(C)c(=O)c2S1 (centres undefined)	26	1
O=C(CC1SC(=Nc2cccc(O)c2)NC1=O)Nc1ccc(Br)cc1 (centres undefined)	8	-13
CN1CCCN(Cc2cccc(Oc3ccccc3)c2)CC1	0	-3
O=S(=O)(Nc1ccc(F)cc1)c1cccnc1N1CCOCC1	-11	9
CCOc1ccc(C2N(c3cccc(Cl)c3)C(=O)C3CCCN32)cc1 (centres undefined)	21	-1
O=S(=O)(c1ccc(F)cc1)N1CCC(CN2CCCCC2)CC1	8	1
O=C(Nc1nc(-c2ccc([N+](=O)[O-])cc2)cs1)c1ccc(Cl)cc1Cl	14	-5
Cc1sc2c(c1C)C(=O)NC(c1cccc(O)c1)N2 (centres undefined)	26	1
CCc1ccccc1Nc1nnc(-c2cc3c(CO)cnc(C)c3oc2=O)s1	-2	-3
CCOC(=O)c1ccc(N2CCCCC2)c(NS(=O)(=O)c2ccc(C)cc2)c1	·	0
O=C1OC(c2cccc([N+](=O)[O-])c2)=N/C1=C\c1ccccc1[N+](=O)[O-]	-3	-4
CN(C(=O)c1cnc(Oc2ccc(Cl)cc2)cc1C(F)(F)F)c1ccc(Cl)c(Cl)c1	·	2
Cc1ccc(Cl)cc1NC(=O)Cn1cc2c(n1)CCCC2	0	2
CC(=O)C1=C(O)C(=O)N(c2ccccc2)C1c1ccccc1 (centres undefined)	-5	2
O=C(c1ccccc1-c1nc2ccccc2[nH]1)N1CCCCC1	-4	4
O=C1OC(c2cccc([N+](=O)[O-])c2)=N/C1=C\c1ccc(I)cc1	2	5
CCc1c(C)nc2ccc(OC)cc2c1SCC(=O)O	-3	-3
CC(=O)Cc1nsc(NC(=O)c2ccc(-c3cccc(Cl)c3)o2)n1	-6	-2
N#Cc1nc(-c2ccccc2)cc(-c2ccccc2)n1	-14	-2
CSC1=N/C(=C\c2cccc(Br)c2)C(=O)S1	9	-29
CC1CCN(C(C(=O)Nc2ccc(C(C)C)cc2)c2ccc3c(c2)OCO3)CC1 (centres undefined)	-5	-5
COc1ccccc1N(C(=O)C(Cl)(Cl)Cl)C1C=CS(=O)(=O)C1 (centres undefined)	6	0
COc1ccc(C)cc1N(CC(=O)Nc1ccc(Cl)cc1)S(C)(=O)=O	-1	-7
Cn1c2ccccc2c2c(C(=O)NCc3ccc(F)cc3)cn(C3CCCC3)c(=O)c21	9	2

A run of entries from further up, for reference:
SMILES	mHTT CaM bind	Pf apPOL inh
O=C(Cc1ccccc1)N1CCN(S(=O)(=O)c2ccc(F)cc2)CC1	-2	9
C#CCOc1c(Cl)cc(C=O)cc1Cl	7	0
COCC(=O)Nc1ccc(Br)c(C)c1	-2	-14
O=C(Nc1ccc(F)cc1F)c1noc2c1CCCC2	-12	-3
Cn1c2ccccc2c2nnc(SCC(=O)Nc3cccc(F)c3)nc21	1	2
CCOc1ccc(NS(=O)(=O)c2ccc(C)cc2)c([N+](=O)[O-])c1	22	-9
O=C(Nc1ccc(Cl)cc1)c1cnc(SCc2ccco2)cc1C(F)(F)F	·	1
Cc1oc(C2CCN(C(=O)NCc3ccc(F)cc3)CC2)nc1C(=O)N(C)C	-4	-8
COCCN1CCc2nc(SCc3ccc(Cl)cc3)[nH]c(=O)c2C1	-5	-3
Cc1cccc2c(=O)n(C)c(CCC(=O)NCc3cc(F)ccc3F)nc12	-11	1
O=C(C1CCCN(c2nccnc2Sc2ccccc2)C1)N1CCCCC1 (centres undefined)	10	-4
O=C(c1ccncc1)N1CCC2(CC1)Nc1cccnc1NC2=NCc1ccccc1	3	0
Cc1ccc(S(=O)(=O)N2CCN(Cc3ccccc3[N+](=O)[O-])CC2)cc1	-1	-3
O=S(=O)(Nc1c(Br)cc(Br)c2cccnc12)c1ccccc1	-2	2
CCC(C)(C)C(=O)N1CCC(CCOCc2cccc(F)c2)CC1	-27	-8
CCN(CC)C(=O)C1CN(C(=O)c2ccc(Cl)cc2)CC1c1ccccc1 (centres undefined)	10	3
O=C1c2ccccc2C(=O)N1CNc1ccc(I)cc1F	·	-4
O=C1NC(c2ccc(O)cc2O)Nc2sc3c(c21)CCCC3 (centres undefined)	36	6
CC(C)(C)NC(=O)Nc1ccc(Cl)cc1	-19	-3
COc1ccc(N(C)C(=O)CC2(CC(=O)O)CCCCC2)cc1	4	-9
COc1cccc2c(C)nc(Nc3nc(=O)c4ccccc4n3C)nc12	-1	-4
O=C1NN(c2ccc(Cl)c(Cl)c2)C(=O)/C1=C/c1ccc(N2CCOCC2)cc1	2	0
COc1ccc(-c2nnn(Cc3cccc(F)c3)n2)cc1OC	-5	-1
COc1ccc(-c2noc(C3CCCN3C(=O)Nc3ccc(C)cc3C)n2)cc1 (centres undefined)	1	-5
CSc1nc2ccccc2n1CN(C)Cc1ccccc1	-5	-114
CC(C)(C)OC(=O)NCc1ccccc1/C=C/S(=O)(=O)NCCc1ccccc1	-6	0
CSc1ncccc1C(=O)Nc1ccc(CC(=O)NC(C)(C)CO)cc1	-14	-8
CC1Cc2nc(SCC(=O)Nc3ccc(Br)cc3)n(C)c(=O)c2S1 (centres undefined)	26	1
O=C(CC1SC(=Nc2cccc(O)c2)NC1=O)Nc1ccc(Br)cc1 (centres undefined)	8	-13
CN1CCCN(Cc2cccc(Oc3ccccc3)c2)CC1	0	-3
O=S(=O)(Nc1ccc(F)cc1)c1cccnc1N1CCOCC1	-11	9
CCOc1ccc(C2N(c3cccc(Cl)c3)C(=O)C3CCCN32)cc1 (centres undefined)	21	-1

New compounds follow
SMILES	mHTT CaM bind	Pf apPOL inh
CC12C=CC(=O)C1(C)C(=O)C=C2 (centres undefined)	·	-5
O=[N+]([O-])c1c(Nc2cccc(C(F)(F)F)c2)c2nonc2c2nonc12	16	6
O=C(C=Cc1ccccc1)N1CCC2(CCc3ccccc3O2)CC1	15	-7
CC(C)(C)SCC(=O)c1ccc2c(c1)CCC(=O)N2	·	-3&2
O=C(CCC1CCCN(C(=O)Nc2cccc(F)c2)C1)NCc1ccc(F)cc1Cl (centres undefined)	-16	6
Cc1cc2nn(CC(=O)NCc3ccccc3)c(=O)n2c(-c2ccc(C(F)(F)F)cc2)n1	-14	-6
CNC(=O)c1csc(NC(=O)Cc2ccc(OC)cc2)n1	-2	0
CCCCC(=O)NC(c1ccco1)c1cc([N+](=O)[O-])c2cccnc2c1O (centres undefined)	100*	0
O=C(NC1CCC1)O[C@H]1CC[C@@]23CCCN2C(=O)CCC[C@H]3C1	3	-3
O=[N+]([O-])c1c(NCC2CCCO2)c2nonc2c2nonc12 (centres undefined)	0	3
N[C@H](C(=O)O)[C@H](O)c1ccc(O)c(O)c1	·	16
O=C(NC1CC1)C1CC(c2ccccc2)CN(C(=O)c2ccoc2)C1 (centres undefined)	0	-3
CC1=C(C(=O)N2CCOCC2)C(c2ccc(OC(F)(F)F)cc2)C2=C(CCCC2=O)N1 (centres undefined)	2	-1
Cc1cc(C(=O)ON=C(N)c2ccc(C(C)(C)C)cc2)no1	·	2
O=Nc1ccc(NOC(=O)/C=C/c2ccccc2)cc1	73*	-8
Cn1nc(-c2nc(Cc3ccccc3)no2)c2c1CCN(C(=O)COc1ccc(F)cc1)C2	3	-6
c1ccc(CCN[C@H]2CCC23CCC(c2ccccc2)CC3)cc1 (some centres undefined)	-16	-7
CCOC(=O)C1CCCN(C(=O)c2cn3c(n2)CCC(c2ccccc2)C3)C1 (centres undefined)	29	-7
CCOc1ccccc1C(=O)N1CCc2c(c(-c3nnc(SCC)n3C)nn2C)C1	-1	-2
CCc1ccc(C2CC(c3ccc(C)cc3)Nc3nc(N)nn32)cc1 (centres undefined)	2	-4
CCCCS(=O)(=O)N1CCC(CN2CCCC(C)C2)CC1 (centres undefined)	-7	-6
CCOc1ccccc1NC(=O)c1ccc(=O)n(Cc2ccccc2)n1	-2	-10
